S1P4 antag: antagonists of human S1P4 receptor. O95977. S1P4-expressing cells, antagonist mode, reporter read-out. inhibition, % at 4.98 µM. 220,000 tested, 0.26% active. AID 1510; in the data active = inhibition above about 29%;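 note: 0% = wells stimulated with agonist and 100% = vehicle wells without agonist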
PERK inhibitor: human PERK inhibition, primary cell-based screen; Q9NZJ5; CHO PERK-DD fusion, SEAP luminescence translation reporter; inhibition, % at 5.6 µM; 220,000 tested, 0.17% active; AID 1416;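 active = inhibition above the mean inhibition of all tested compounds plus 3 SD, set separately per screening campaign, cut at about 2.9% in these data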;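 note: PERK kinase domain activated by AP20187 dimerizer at 100 nM; 0% = DMSO with dimerizer and 100% = rapamycin at 8.4 µM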
BaF3 parental: counter-screen for JAK2V617F inhibitors: parental Ba/F3 viability inhibitors. 220,000 tested, 1.1% active. CellTiter-Glo ATP luminescence. AID 1486. inhibition, % at 5.6 µM;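 active = inhibition above a per-campaign cutoff, the mean inhibition of all tested compounds plus 3 SD, cut at about 27% in these data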;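 note: 0% = DMSO wells and 100% = JAK Inhibitor I control wells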
Wee1 stabilizer: blocks degradation of human Wee1 kinase. P30291. HeLa Luc-Wee1K328M stability, luciferase luminescence; 100% = proteasome inhibitor MG132 effect. reporter increase, % at 5 µM. 220,000 tested, 1.2% active;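 active = activation above the mean of all tested compounds plus 3 SD, set per screening run, cut at about 8.8% in these data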;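 note: cells exposed to compound for 20 h before luminescence read; 0% = DMSO alone and 100% = MG132 at 30 µM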
Ba/F3 V617F tox: lowers viability of Ba/F3 cells expressing EpoR and JAK2V617F | ATP luminescence | inhibition, % at 5.6 µM | 220,000 tested, 1.1% active;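 active = inhibition above the campaign mean plus 3 SD over all tested compounds, cut at about 24% in these data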;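 note: cytokine-independent growth of Ba/F3 cells driven by EpoR plus mutant JAK2; 0% = DMSO-treated cells and 100% = JAK inhibitor I control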
NPY2 pot ag: human NPY-Y2 potentiation or agonism, primary screen; P49146; cells expressing NPY-Y2, potentiator/agonist read-out; activation, % at 3.6 µM; 220,000 tested, 0.45% active; AID 1359; in the data active = activation above about 27%;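 note: cells stimulated with NPY near EC25 plus isoproterenol at EC100; 0% = vehicle plus submaximal agonist and 100% = vehicle plus saturating agonist; some results beyond the cut were filed as inactive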
Target sequence (P49146 whole entry, looked up): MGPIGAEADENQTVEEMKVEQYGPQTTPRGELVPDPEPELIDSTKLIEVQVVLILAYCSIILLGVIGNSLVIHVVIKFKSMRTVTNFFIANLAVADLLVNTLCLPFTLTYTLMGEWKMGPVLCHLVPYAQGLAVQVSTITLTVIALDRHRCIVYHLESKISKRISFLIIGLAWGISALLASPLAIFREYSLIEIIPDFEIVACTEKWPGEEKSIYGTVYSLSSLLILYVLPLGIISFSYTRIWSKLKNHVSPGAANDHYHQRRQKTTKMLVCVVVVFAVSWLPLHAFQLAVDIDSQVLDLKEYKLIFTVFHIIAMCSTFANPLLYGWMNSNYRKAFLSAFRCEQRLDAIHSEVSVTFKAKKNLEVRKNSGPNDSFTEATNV
Mdm2 ligase inh: blocks human Mdm2 ubiquitin ligase activity; Q00987; cell-based MDM2 ubiquitination luciferase reporter, 2 h; 0 = plate control, 100 = twice control, blank-subtracted; signal enhancement, % at 5 µM; 210,000 tested, 0.11% active;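 active = signal enhancement of 30% or more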;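 note: luminescence tracks abundance of the self-degrading MDM2-luciferase fusion protein; higher signal means inhibition of MDM2 E3 ligase activity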
Target sequence (Q00987 whole entry, looked up, the tested form may be a part): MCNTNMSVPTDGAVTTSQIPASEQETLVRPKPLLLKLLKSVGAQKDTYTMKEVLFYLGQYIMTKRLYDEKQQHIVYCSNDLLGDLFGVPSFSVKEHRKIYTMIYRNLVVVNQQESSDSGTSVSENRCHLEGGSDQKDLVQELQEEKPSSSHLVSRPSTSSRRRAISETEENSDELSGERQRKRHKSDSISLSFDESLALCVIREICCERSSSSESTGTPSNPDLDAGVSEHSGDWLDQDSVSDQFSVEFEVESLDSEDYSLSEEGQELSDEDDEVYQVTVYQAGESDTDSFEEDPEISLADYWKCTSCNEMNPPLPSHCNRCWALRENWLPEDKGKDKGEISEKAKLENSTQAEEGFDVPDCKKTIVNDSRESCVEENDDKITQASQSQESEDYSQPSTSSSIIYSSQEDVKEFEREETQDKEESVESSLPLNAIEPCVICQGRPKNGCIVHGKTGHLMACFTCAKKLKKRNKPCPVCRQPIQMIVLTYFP
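Timing – 2 h compound exposure at 37 °C · Assay system – mammalian cells stably expressing self-ubiquitinating, self-degrading MDM2 E3–luciferase fusion · Amount – 2000 cells seeded into each well · Measure – % luminescence enhancement versus blank-corrected plate control mean · Measured by – SteadyLite luminescence, 15 min reagent step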
S1P4 ag: activates the human S1P4 receptor; activation, % at 4.98 µM; 220,000 tested, 0.35% active; AID 1509; O95977; S1P4-expressing cell line, agonist reporter assay; in the data active = activation above about 11%;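 note: 0% = DMSO vehicle and 100% = reference agonist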
eIF4E-4G inh: inhibitors of eIF4E and eIF4G interaction in translation initiation; P63073+Q04637; TR-FRET eIF4E-eIF4GI(517-606) binding, 2 h; inhibition, % at 21.7 µM; 220,000 tested, 0.37% active;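 active = inhibition above about 30%, limit read from the data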;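 note: 0% = full FRET control wells and 100% = background wells lacking eIF4GI fragment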
* hit, by the source's call; · = not tested or not shown; [ ] = remark or other dose.

SMILES | S1P4 antag | PERK inhibitor | BaF3 parental | Wee1 stabilizer | Ba/F3 V617F tox | NPY2 pot ag | Mdm2 ligase inh | S1P4 ag | eIF4E-4G inh
COC(=O)CSc1nnc(-c2ccc(S(=O)(=O)N3CCCC3)cc2)n1C | -10.6 | 0.2 | 6.0 | 0.7 | 1.1 | 4.5 | -13.5 | 0.5 | 2.2
CCN(C(=O)CSc1nnc(Cn2nnc3ccccc32)o1)c1nc(C)cs1 | -20.6 | -0.4 | 5.5 | -1.8 | -0.1 | -0.7 | · | 1.3 | 6.9
COc1ccccc1NC(=S)Nc1cccc2cnccc12 | 8.8 | -0.3 | 5.9 | -0.7 | 3.5 | 88.7* | -12.0 | 0.0 | -4.5[fluorescence artefact?]
CCn1c(SC(C)C)nnc1-c1cc(-c2ccccc2)sc1N | 1.7 | 0.0 | 3.9 | 0.3 | -0.1 | 5.8 | -13.3 | -1.6 | -1.5[fluorescence artefact?]
Cc1cc(C(=O)NN=C(Cc2ccccc2)Cc2ccccc2)c(C)o1 | -8.1 | 1.6 | 5.9 | -2.8 | -0.7 | -2.5 | 9.5 | 0.5 | 1.6
O=C(Nc1ccc(CN2CCS(=O)(=O)CC2)cc1)c1ccccc1 | 0.9 | 0.8 | 0.2 | -3.3 | -4.6 | -11.8 | -0.3 | -1.2 | -3.1
Nc1c(NC2CCCCC2)c2ccccc2oc1=O | -10.7 | -0.6 | 1.8 | -1.6 | -2.4 | -10.5 | -14.8 | 1.9 | 5.7[fluorescence artefact?]
CCOc1ccc2nc(NC(=O)C3=NNC(=O)CC3)sc2c1 | 5.1 | 2.9 | 3.8 | 1.8 | 0.6 | -19.9 | -4.5 | -2.4 | 4.5
Cc1nc([N+](=O)[O-])c(SCC(N)=O)n1Cc1ccccc1 | 4.1 | 0.1 | 1.9 | -1.6 | -1.3 | -0.8 | -4.7 | 0.7 | 0.9
COc1ccc(-c2cc(C3CCN(c4ccc(C(C)=O)cc4[N+](=O)[O-])CC3)[nH]n2)cc1 | -6.5 | -1.4 | 2.8 | -3.0 | -2.3 | 23.0 | -28.0 | 3.4 | -2.0
CCN(CC)S(=O)(=O)c1ccc(OC)c(NC(=O)/C=C/c2ccco2)c1 | -23.8 | -0.2 | 0.7 | 0.3 | -3.8 | -14.8 | -22.1 | 0.1 | 3.5
C/C(=N\Nc1ccc(S(N)(=O)=O)cc1[N+](=O)[O-])c1ccccc1O | 5.9 | -0.2 | -2.8 | -2.9 | -2.5 | 21.8 | -5.8 | 0.6 | -1.4
CC(C)Oc1ccc(C(=O)N(CN2CCCC2=O)c2ccc(F)cc2)cc1 | 11.5 | 0.4 | -1.1 | -2.9 | 0.4 | 7.4 | -9.9 | 0.9 | -6.3
COC(=O)C(NC(=O)c1ccco1)(Nc1cc(C)ccn1)C(F)(F)F (centres undefined) | 5.0 | -0.3 | 7.1 | 2.4 | 5.6 | -4.2 | · | -0.3 | 2.7
CCOC(=O)/C=C/C(=O)OCC(=O)Nc1cccc(Br)c1 | -9.6 | 0.2 | 0.9 | -0.4 | -0.5 | -3.6 | -0.7 | -0.3 | 4.3
COc1ccc(-n2c(C)cc(C(=O)CN3C(=O)C(=O)N(Cc4ccccc4)C3=O)c2C)cc1 | -17.8 | 0.6 | 0.7 | 0.4 | -1.6 | 2.7 | 3.6 | 0.5 | -3.4
CN(C)/C=C(\C#N)C(=O)Nc1ccc(F)cc1 | 0.1 | 0.7 | 1.3 | 0.0 | -4.3 | 0.6 | 27.9 | -1.0 | -3.0
COc1ccc(N2C(=O)C3CCCN3C2c2ccc(F)cc2)cc1Cl (centres undefined) | -2.8 | 0.7 | 6.7 | -2.5 | 1.0 | -7.9 | -16.4 | -0.2 | 1.2
CCc1ccc(C(=O)COC(=O)CNC(=O)c2ccco2)cc1 | -1.4 | 0.0 | -0.3 | 0.7 | -3.3 | -9.8 | -0.7 | -0.2 | -2.1
Cc1oc(-c2ccccc2)nc1C(=O)O | 5.2 | 0.4 | 1.9 | -1.7 | 1.0 | -8.8 | 4.0 | 0.2 | -0.5
COc1ccccc1Oc1ncnc2c1cnn2-c1ccccc1 | -5.9 | -0.2 | 7.6 | 0.4 | 3.3 | -14.5 | 7.3 | -0.7 | -4.0
O=C(CSc1nc2ccccc2c(=O)n1CCCN1CCOCC1)N1CCN(c2ccccc2)CC1 | -19.4 | -0.1 | 1.5 | -3.6 | 2.5 | -14.7 | -18.4 | 1.8 | -3.0
CC12CCC(=O)N1C(C(=O)OCC(=O)Nc1ccc(S(N)(=O)=O)cc1)CS2 (centres undefined) | 5.7 | 1.2 | 6.0 | 0.3 | 1.3 | 0.8 | 1.4 | -1.6 | -3.3
N/C(=N\c1nc2c(c(=O)[nH]1)CCC2)Nc1ccccc1C(F)(F)F | -8.6 | -0.9 | 5.1 | 4.1 | 1.4 | 3.7 | -0.8 | 1.6 | -13.6[fluorescence artefact?]
CCCC(=O)Nc1cc(C)c(NC(=O)Cc2ccccc2)cn1 | 0.2 | 0.6 | 2.2 | 0.5 | 2.3 | -5.5 | -31.8 | 1.1 | -16.6
SMILES | S1P4 antag | PERK inhibitor | BaF3 parental | Wee1 stabilizer | Ba/F3 V617F tox | NPY2 pot ag | Mdm2 ligase inh | S1P4 ag | eIF4E-4G inh
COc1cc(OC)cc(-c2ncc3ccccn23)c1 | 1.4 | 0.5 | -1.8 | -1.7 | -5.0 | 7.9 | 7.7 | -0.6 | 12.3[fluorescence artefact?]
COCCNC(=S)N1CCC(NC(=O)C23CC4CC(CC(C4)C2)C3)CC1 | -5.5 | -0.4 | 3.1 | 1.5 | -2.1 | 0.7 | -11.3 | -1.1 | 0.9
COc1ccc(/C=C2/SC(=S)N(n3c(C)ccc3C)C2=O)cc1 | 0.9 | 0.6 | 6.7 | 3.8 | -1.3 | 11.0 | -11.8 | -1.2 | 3.5
COc1cc(/C=N/Nc2nc(Nc3ccccc3)nc(N3CCOCC3)n2)ccc1OC(=O)c1ccco1 | 9.5 | 1.5 | 5.0 | -2.1 | -0.8 | 8.4 | -10.8 | -1.1 | -0.3
CCOc1ccccc1-c1nc(-c2cc3ccc(C)cc3[nH]c2=O)no1 | -9.9 | -1.7 | 2.6 | -0.7 | 4.4 | -3.9 | -7.7 | -5.2 | -2.9
COc1ccc(C2C(C#N)=C(N)Oc3n[nH]c(C)c32)cc1CN1CCN(c2ccc(F)cc2)CC1 (centres undefined) | 1.7 | -0.3 | 2.5 | -0.9 | -3.5 | 6.4 | -14.1 | 1.1 | -6.2
COc1cc(OC)c2c(=O)cc(-c3cccnc3)oc2c1 | -7.2 | 1.4 | -1.1 | 14.0* | 1.0 | 10.1 | · | 0.2 | -5.2
CCN(CC)c1ccc(C2CC(=O)Nc3cc(OC)c(OC)cc32)cc1 (centres undefined) | -7.9 | -2.0 | 5.5 | 0.1 | 4.0 | -27.2 | -11.6 | 0.5 | 6.1
COc1ccc(OC)c2c(C)cc(N3CCN(C(=O)c4ccc(C)cc4)CC3)nc12 | -12.6 | -0.4 | 10.4 | -1.1 | 2.2 | 0.2 | -3.2 | 0.1 | 2.2
N#Cc1ccc(/C=N/NC(=O)c2ccccc2F)cc1 | -0.6 | 0.0 | 4.8 | -0.5 | 0.4 | 1.1 | -6.8 | 0.4 | -5.1
c1ccc2c(c1)N1CCN=C1N2CCN1CCCCC1 | -20.3 | 0.6 | 5.2 | -0.3 | 1.8 | -17.4 | -6.2 | -0.5 | -0.1
COc1cc2ccccc2cc1C(=O)NC(=S)Nc1nnn(C)n1 | 2.7 | 1.0 | 0.4 | 5.8 | -1.7 | 7.8 | -4.4 | 1.1 | 1.2
CCOC(=O)CCCC(=O)N1CCOCCOCCOCC1 | -9.0 | 1.7 | 3.2 | 1.1 | -1.6 | -8.9 | -9.2 | -0.3 | 3.3
COc1ccc(N2C(=O)C(Cc3ccccc3)NC2=S)cc1 (centres undefined) | -12.8 | 0.4 | 4.6 | -2.5 | -0.1 | 6.4 | -8.3 | 18.3* | 3.5
COc1ccc(CN(C)CC(=O)Nc2ccccc2-c2ccccc2)c(OC)c1 | -8.7 | -0.9 | -1.0 | -3.0 | -4.1 | -4.3 | -0.4 | 0.8 | 5.1
O=C1CCCc2nc(NCc3ccco3)ncc21 | -20.7 | 0.3 | 2.2 | 4.9 | 0.5 | -1.7 | -22.5 | -0.7 | -2.8
CC(C)COC(=O)N(C)c1ccc(C(O)(C(F)(F)F)C(F)(F)F)cc1 | -12.4 | -0.1 | 4.7 | 0.0 | 0.9 | -0.9 | -14.5 | 1.6 | -5.9
O=C(Cn1c(C(=O)N2CCN(C3CCCCC3)CC2)cc2sccc21)c1ccccc1 | 0.4 | -1.7 | 7.9 | -0.7 | 8.0 | -35.6 | -7.1 | -0.9 | -4.8
COc1cc(Cl)c(C)cc1NC(=O)COC(=O)c1cnc(C)cn1 | 6.7 | 0.4 | 4.4 | -3.6 | 1.4 | -1.9 | -0.4 | -0.9 | 6.7[fluorescence artefact?]
CN1c2ccccc2C(=O)C(=C2SCCCS2)S1(=O)=O | -3.4 | 0.5 | 0.5 | -0.7 | 3.1 | 11.5 | -2.4 | -0.3 | -5.2
CCc1nnc(NC(=O)CCC(=O)N2CCN(Cc3ccccc3)CC2)s1 | -27.4 | 0.1 | 0.3 | -1.6 | -4.4 | -9.2 | -1.0 | 0.0 | 2.6
CCOC(=O)C1(CCOc2ccccc2)CCN(Cc2ccc3nonc3c2)CC1 | 8.4 | 0.7 | 3.8 | -1.1 | 2.3 | -16.4 | -3.6 | -1.6 | 6.1
COc1ccc(NC(=O)c2ccc(Cl)c(S(=O)(=O)N3CCc4ccccc4C3)c2)cn1 | -33.9 | 0.0 | 2.7 | 1.1 | -2.7 | 1.6 | -0.9 | 2.3 | -24.9
O=C(COc1ncnc2scc(-c3ccc(F)cc3)c12)NCc1ccco1 | -7.7 | -0.5 | 1.9 | -1.9 | -1.2 | -9.8 | -2.5 | -0.2 | -7.4
Cn1c(N)c(C(=O)COC(=O)CSc2cccc3cccc(Cl)c23)c(=O)n(C)c1=O | -1.9 | 0.8 | 8.3 | -0.5 | 1.5 | -13.5 | -5.3 | 0.3 | 2.1
Clc1ccc(Br)cc1-c1nc(-c2ccncc2)no1 | -3.8 | 0.0 | -1.9 | -3.2 | -3.2 | 12.1 | · | 0.5 | -30.6
COc1ccccc1C(c1nnnn1C(C)(C)C)N1CCN(C(=O)c2ccco2)CC1 (centres undefined) | 6.6 | -0.8 | 2.7 | 1.0 | 1.5 | -19.7 | -18.5 | -2.2 | -4.5[fluorescence artefact?]
COC(=O)C(CC(=O)O)NCc1ccco1 (centres undefined) | 1.2 | 1.3 | -2.9 | -1.4 | -5.9 | -0.1 | -8.4 | -0.8 | 1.3
C/C(=N\NC(=O)CCc1c[nH]c2ccccc12)c1cccc([N+](=O)[O-])c1 | -8.0 | 1.6 | 5.0 | -0.4 | -0.6 | -6.8 | -16.1 | 1.8 | -1.4
O=S(=O)(Cc1ccccc1)N1CCC(c2nc(-c3cccs3)no2)CC1 | -2.8 | 0.0 | 2.0 | -2.0 | -2.2 | -0.5 | -4.5 | -1.8 | 3.8

From PubChem BioAssay

Compounds were not picked by outcome; overall some 4.1% were active at least once.
